# Source: PubChem BioAssay
# M4 ag: CHRM4 agonism in calcium assay | P08173 | CHO-K1 hM4/Gqi5, Fluo-8 calcium fluorescence; vehicle 0%, full acetylcholine response 100% | activation, % at 3 µM | 0.14% of 360,000 active;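 active = activation above the run mean over all test wells plus 3 SD, cut at about 32% in these data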;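 also: peak over basal fluorescence ratio per well then scaled between controls; 0% = DMSO wells and 100% = acetylcholine at EC100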
# Target sequence (P08173 whole entry, looked up): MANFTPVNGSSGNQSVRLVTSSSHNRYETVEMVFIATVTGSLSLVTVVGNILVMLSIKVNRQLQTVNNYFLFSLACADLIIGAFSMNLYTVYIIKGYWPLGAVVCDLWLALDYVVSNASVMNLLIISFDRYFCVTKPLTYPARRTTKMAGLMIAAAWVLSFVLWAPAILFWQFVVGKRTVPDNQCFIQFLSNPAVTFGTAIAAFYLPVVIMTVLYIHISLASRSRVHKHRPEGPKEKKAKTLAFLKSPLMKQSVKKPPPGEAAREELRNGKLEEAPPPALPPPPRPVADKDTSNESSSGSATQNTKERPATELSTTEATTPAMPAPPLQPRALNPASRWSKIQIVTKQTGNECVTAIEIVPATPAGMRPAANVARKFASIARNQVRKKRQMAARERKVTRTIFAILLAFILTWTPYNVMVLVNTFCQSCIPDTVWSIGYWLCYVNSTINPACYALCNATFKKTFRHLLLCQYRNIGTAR
# M5 antag: CHRM5 antagonism in calcium assay; P08912; CHO-hM5 cells, Fluo-8 calcium fluorescence, ACh EC80; inhibition, % at 3 µM; 0.59% of 360,000 active; AID 624040;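 active = inhibition above a per-plate cutoff, the mean of that plate's test compounds plus 3 SD, cut at about 27% in these data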;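 also: 0% = acetylcholine EC80 with DMSO and 100% = DMSO without agonist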
# Target sequence (P08912 whole entry, looked up): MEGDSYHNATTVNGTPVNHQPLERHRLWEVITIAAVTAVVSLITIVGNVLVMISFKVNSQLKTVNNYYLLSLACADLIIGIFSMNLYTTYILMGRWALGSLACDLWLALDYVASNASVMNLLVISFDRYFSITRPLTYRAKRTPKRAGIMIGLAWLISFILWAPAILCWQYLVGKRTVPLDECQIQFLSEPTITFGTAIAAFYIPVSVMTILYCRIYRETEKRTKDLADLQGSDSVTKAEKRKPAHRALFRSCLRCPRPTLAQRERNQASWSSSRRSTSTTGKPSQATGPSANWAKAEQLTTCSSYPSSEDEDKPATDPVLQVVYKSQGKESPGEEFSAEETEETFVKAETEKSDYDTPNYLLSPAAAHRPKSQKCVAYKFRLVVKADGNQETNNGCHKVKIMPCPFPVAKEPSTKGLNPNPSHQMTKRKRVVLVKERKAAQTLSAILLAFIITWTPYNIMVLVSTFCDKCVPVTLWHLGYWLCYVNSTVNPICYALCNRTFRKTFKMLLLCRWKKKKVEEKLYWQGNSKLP
# CHRM4 PAM: positive allosteric modulators of human muscarinic M4 receptor. P08173. CHO-K1 hM4/Gqi5, Fluo-8 calcium fluorescence, ACh EC20; 0% = ACh EC20, 100% = maximal ACh. activation, % at 3 µM. 0.4% of 360,000 active. AID 624126;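 active = activation above its plate's cutoff, the mean activation of sample wells plus 3 SD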; also: some results filed as inactive read as strong as hits
# M5 PAM: CHRM5 positive allosteric modulation. P08912. CHO-K1 hM5, Fluo-8 calcium, ACh EC20 PAM; 0% = ACh EC20, 100% = ACh EC100. activation, % at 3 µM. 0.3% of 360,000 active. AID 624038;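 active = activation above the run cutoff, the mean activation of all test compounds plus 3 SD, cut at about 18% in these data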
#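 Measured by: Fluo-8 calcium fluorescence; material: human M5 receptor in CHO-K1 cells; schedule: Post-acetylcholine fluorescence recording 140 s; benchmarks: low control EC20 acetylcholine (0%), high control EC100 acetylcholine (100%); read-out: Max/basal fluorescence ratio as % of EC20–EC100 ACh window; compound: single dose, 3 µM nominal final test concentration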
# M1 PAM parental: M1 PAM counterscreen hit in parental CHO-K1 cells | ATP EC20, Fluo-8 calcium fluorescence; 0% at ATP EC20, 100% at ATP max | activation, % at 3 µM | 0.02% of 360,000 active;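 active = activation above the run cutoff, the mean activation of all test compounds plus 3 SD, cut at about 40% in these data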;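 also: peak over basal fluorescence ratio in a 140 s read after ATP addition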
# M4 antag: CHRM4 antagonism in calcium assay. CHO-hM4 cells, ACh EC80, Fluo-8 calcium fluorescence. inhibition, % at 3 µM. 0.73% of 360,000 active;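 active = inhibition above its plate's cutoff, the mean inhibition of sample wells plus 3 SD, cut at about 27% in these data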;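 also: 0% = acetylcholine EC80 with DMSO and 100% = DMSO without agonist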
# CHO-K1 Ca ag: counter-screen for M1 agonists: effect in parental CHO-K1 cells. Fluo-8 calcium fluorescence; scaled to maximal ATP response, vehicle zero. activation, % at 3 µM. 0.48% of 360,000 active. AID 602248; in the data active = activation above about 15%;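 also: untransfected CHO-K1 host cells lacking M1 receptor as counterscreen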
# CHRM5 agonist: CHRM5 agonism in calcium assay; CHO-K1 hM5 cells, Fluo-8 calcium fluorescence; 0% DMSO wells, 100% maximal acetylcholine response; activation, % at 3 µM; 0.19% of 360,000 active; AID 624037;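 active = activation above the run's mean over test compounds plus 3 SD, cut at about 23% in these data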;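 also: signal is peak over basal fluorescence ratio across the kinetic read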
# CHO-K1 Ca antag: nonselective inhibitor or artifact in parental CHO-K1 cells | ATP-induced calcium, Fluo-8 fluorescence | inhibition, % at 3 µM | 0.6% of 360,000 active | AID 602250;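 active = inhibition above a per-plate cutoff, the plate's mean sample inhibition plus 3 SD, cut at about 24% in these data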;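 also: 0% = DMSO plus EC80 ATP and 100% = DMSO alone without ATP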
# * hit, by the source's call.
SMILES,M4 ag,M5 antag,CHRM4 PAM,M5 PAM,M1 PAM parental,M4 antag,CHO-K1 Ca ag,CHRM5 agonist,CHO-K1 Ca antag
NS(=O)(=O)c1ccc(CCNC(=O)C(=O)NCC2OCCN2S(=O)(=O)c2cc(F)ccc2F)cc1 (centres undefined),15,11,-6,-11,18,0,3.6,3,-5
Cc1cc(NC(=O)C(C)SCC(=O)NCc2ccc(F)cc2)no1 (centres undefined),1,5,9,9,17,-1,0.2,4,-13
NNC(=O)c1ccc(COc2ccc3ccccc3c2)o1,1,17,-6,-2,-19,-8,0.6,3,15
CCOC(=O)C1CCN(C(=O)c2ccc(NS(=O)(=O)c3ccc(F)cc3C)cc2)CC1,2,7,4,-1,3,-2,2.5,3,-17
CC(=O)c1ccc(NC(=O)C2(S(=O)(=O)c3ccccc3)CC2)cc1,1,-12,13,-3,12,-18,0.1,-3,0
CC1=NC(C(F)(F)F)(C(F)(F)F)C2=C(CC(C)(C)CC2=O)N1Cc1ccco1,3,3,-1,-8,-12,-5,-0.1,-1,4
CC(C)OC(=O)c1ccc(NC(=O)c2ccco2)cc1,2,-1,-1,-5,16,4,1.4,0,-11
Cc1cccc2c(=O)cc(C)n(CC(=O)N3CCOCC3)c12,1,1,6,0,11,-6,0.5,-3,-4
Cc1ccc(C(=O)N/C(=C\c2ccc3c(c2)OCO3)C(=O)N2CCOCC2)cc1,2,-8,-1,7,-7,3,0.7,1,4
O=C(Nc1ccc(Cl)cc1C(=O)NCC1CCCO1)c1ccc(Cl)cc1Cl (centres undefined),1,17,-1,-12,8,-2,1.9,-1,-10
CCSc1ncnc2c(C#N)c3n(c12)CCCCC3,0,8,1,-5,3,2,1.6,-7,40*
Cc1ccc(S(=O)(=O)NCC(C)n2cncn2)cc1C (centres undefined),2,9,13,-1,20,-5,1.2,-3,-9
O=C(CN1C(=O)c2ccccc2C1=O)N1CCN(S(=O)(=O)c2ccccc2)CC1,2,-1,1,-6,6,-3,1.1,-2,-15
COc1ccc(-n2c(CN3CCC(C)CC3)nc3ccc([N+](=O)[O-])cc3c2=O)c(OC)c1,3,-7,-9,4,-2,6,1.3,2,-11
Cc1cc(C)cc(N(CCC#N)C(=O)CSc2ncnc3sccc23)c1,5,0,7,-7,-7,-25,1.3,5,4
O=C(O)c1ccc(N/N=C/C=C/c2ccccc2[N+](=O)[O-])cc1,3,16,11,0,13,3,0.1,2,-10
COc1ccc(C)cc1NC(=O)c1c([N+](=O)[O-])cnn1C,-1,17,-7,-3,-1,8,-0.3,2,0
Oc1ccccc1N1CCN(C(=S)Nc2ccc(SC(F)F)cc2)CC1,20,4,-12,-5,17,11,13,8,-5
O=C(CCc1nc2ccccc2n1-c1ccccc1)NCCO,0,4,13,-4,8,-12,0.2,-2,-4
CCOc1ccc(C(=O)N(CN2CCCC2=O)c2ccccc2)cc1,-2,5,-3,0,-2,9,-0.1,0,0
CC(=O)Nc1cc(NC(C)=O)cc(C(=O)OCC(=O)N2CC(C)OC(C)C2)c1 (centres undefined),0,3,0,1,8,-2,0.1,-2,-4
CCOC(=O)c1sc2nc(CN3CCCCC3)nc(Cl)c2c1C,1,1,-5,-1,-14,3,-0.6,-4,2
CCc1ccc(NC(=O)C(=O)NCC2CCCN2S(=O)(=O)c2cccs2)cc1 (centres undefined),9,-8,-10,-1,4,7,4.1,-1,0
CNC(=O)COC(=O)/C=C/c1cccc(F)c1,2,3,3,0,19,4,0.3,-1,-13
O=C(NCc1ccncc1)c1cn(-c2ccccc2)nc1-c1cccnc1,2,-2,-4,-2,16,-17,1.4,-2,-17

# Arranged by value in M5 PAM (lowest first): 3 from the list above
mol	M4 ag	M5 antag	CHRM4 PAM	M5 PAM	M4 antag	CHRM5 agonist
Cc1cc(C)cc(N(CCC#N)C(=O)CSc2ncnc3sccc23)c1	5	0	7	-7	-25	5
O=C(CCc1nc2ccccc2n1-c1ccccc1)NCCO	0	4	13	-4	-12	-2
O=C(NCc1ccncc1)c1cn(-c2ccccc2)nc1-c1cccnc1	2	-2	-4	-2	-17	-2

# Other records
SMILES,M4 ag,M5 antag,CHRM4 PAM,M5 PAM,M1 PAM parental,M4 antag,CHO-K1 Ca ag,CHRM5 agonist,CHO-K1 Ca antag
O=C(c1ccccc1)n1c(=O)c(F)cn(COCCBr)c1=O,2,2,-4,-1,-22,-1,0.1,2,4
COc1cccc(OCC(=O)Nc2ccccc2NC(C)=O)c1,2,-1,8,-10,1,-5,0.4,-7,4
O=C(CC1(O)C(=O)N(Cc2ccccc2)c2ccccc21)c1ccncc1 (centres undefined),2,1,6,13,-4,5,0.5,1,3
O=P(Cc1ccccc1O)(c1ccccc1)c1ccccc1,1,-2,1,0,18,-11,0.4,-3,-4
Cc1cccc(NC(=O)c2ccc(-n3cncn3)c([N+](=O)[O-])c2)c1,7,3,5,-1,16,-20,3.2,-3,-11
CCCCCCn1c(N2CCC(C)CC2)nc2c1c(=O)[nH]c(=O)n2C,-1,-1,6,4,12,10,-0.2,0,-5
CC(Sc1n[nH]c(N)n1)C(=O)NC1CCCCC1C (centres undefined),0,5,2,-5,8,-5,-0.1,-2,9
COC(=O)CCCC(=O)N1CCCC(C(=O)c2ccc(-c3ccccc3)cc2)C1 (centres undefined),5,11,-3,-5,-6,0,1.8,-2,2
CCCCCC(=O)N/N=C(\C)c1ccc(NC(=O)c2ccco2)cc1,-2,-8,0,4,17,13,0.3,-5,-1
N#CCSc1nnc(COc2ccccc2)n1-c1ccccc1,2,-1,1,-2,-5,-6,0.0,-1,7
Fc1ccc(-n2c(Cc3ccccc3)nnc2SCc2nc(-c3ccc(Cl)cc3)no2)cc1,1,-3,6,-1,19,2,1.6,1,-20
COCCNC(=O)CN(C(=O)Cn1nnc2ccccc21)c1ccccc1,1,4,6,-6,-3,0,-0.8,0,5
Cc1cccc(NC(=O)CCS(=O)(=O)c2ccccc2)n1,2,13,-4,-4,-12,1,1.3,-2,-15
CCn1cc(Cl)c(C(=O)Nc2c(C)nn(Cc3c(F)c(F)c(F)c(F)c3F)c2C)n1,2,-3,7,-1,-9,6,3.2,1,0
CN(CC(=O)Nc1ccccc1Cl)C(=O)COC(=O)c1ccc(=O)n(Cc2ccccc2)n1,1,2,8,-4,0,-10,0.2,2,7
COc1ccc(S(=O)(=O)N2CCN(C(=O)CC(C)C)CC2)cc1,1,4,-1,-6,1,-9,-0.2,2,-2
C=CCNC(=O)CC(C)C(CCCCC)C(=O)O (centres undefined),0,-1,4,4,13,0,1.3,0,4
COc1cc(Br)cc2cc(C(=O)N3CCOCC3)c(=O)oc12,1,3,4,-5,4,-4,0.9,-2,2
Cc1cccn2c(=O)c3cc(C(=O)N(C)C)n(C)c3nc12,4,-7,2,2,15,3,1.8,1,-9
CC(C)(C)OC(=O)N1CCC(NC(=O)c2[nH]cnc2C(=O)N[C@@H](Cc2ccccc2)C(=O)OCc2ccccc2)CC1,7,15,3,-20,22,-1,1.0,-5,-12
COc1cccc(/C=N\NC(=O)c2sc(N)nc2C)c1OC,-1,-2,1,-2,5,-7,0.1,-5,8
O=C(N/C(=C/c1cccc([N+](=O)[O-])c1)C(=O)N1CCCCCC1)c1ccco1,2,13,0,-3,-3,3,0.6,-3,-1
CCOCCc1nnc(NC(=O)C(C)Oc2ccccc2)s1 (centres undefined),1,17,10,-6,1,-12,0.6,0,-6
FC(F)(F)c1ccccc1-n1ccnc1,1,-3,6,2,14,-11,0.2,1,-9
CCN(CCCNC(=O)CCCn1c(=O)[nH]c2ccccc2c1=O)c1cccc(C)c1,6,4,-13,-1,5,7,1.1,1,-4
SMILES,M4 ag,M5 antag,CHRM4 PAM,M5 PAM,M1 PAM parental,M4 antag,CHO-K1 Ca ag,CHRM5 agonist,CHO-K1 Ca antag
Cc1ccc(NC(=S)N(CCN(C)C)Cc2cc3cc(C)ccc3[nH]c2=O)cc1,1,5,-4,8,10,3,0.0,12,8
CCC(=O)NC(=S)Nc1ccc(S(=O)(=O)N2CCN(C)CC2)cc1,1,-3,3,3,3,1,0.0,0,5
CC1(c2ccccc2)CC(C)(C)N(C(=O)CSc2nnc(N)s2)c2ccccc21 (centres undefined),-3,-3,2,1,14,-6,-0.4,-2,-16
O=C(O)Cc1ccc(NC(=O)c2ccc3c(c2)C(=O)N(CC2CCCO2)C3=O)cc1 (centres undefined),1,23,-4,-6,7,-2,1.6,-4,-15
CN(c1ccccc1)S(=O)(=O)c1cccc(C(=O)OCC(=O)NCCCN2CCCC2=O)c1,2,-3,-2,10,12,-3,0.9,0,-7
COc1ccc(C(=O)NCCn2cc(SCC(=O)Nc3nnc(C)s3)c3ccccc32)cc1,14,2,-14,-9,12,5,4.5,4,-2
O=S(=O)(NCc1cccs1)c1ccc(Cl)s1,0,12,10,-1,-10,-3,-0.4,-6,3
COc1ccc(Cl)cc1NC(=O)CN(C)C(=O)c1cc(-c2cccs2)nn1-c1ccccc1,1,2,4,0,12,-1,0.3,2,-8
COc1ccc(N2CCN(c3oc(COc4ccc(Cl)cc4)nc3C#N)CC2)cc1,-1,-3,2,-4,4,1,0.3,-2,-4
CN(C)CCNC(=O)/C=C/c1cn(-c2ccccc2)nc1-c1cc2ccccc2oc1=O,1,9,0,3,-7,0,0.7,-1,-1
CC(C)N1C(=O)CC2(CC[N+](C)(CCOC(=O)C(c3ccccc3)c3ccccc3)CC2)C1=O (centres undefined),-2,11,19,-6,-1,-4,-0.4,-11,1
CCOc1ccc(/C=N/NC(=O)c2nnn(-c3nonc3N)c2CN(C)C2CCCCC2)cc1,1,0,0,0,7,-8,0.5,-4,-20
COc1cc(-c2ccc3sc(-c4ccsc4)c(C#CCO)c3c2)cc(OC)c1OC,5,6,0,2,10,-18,0.5,6,-8
COCCOc1ccc(C(F)(F)F)cc1NC(=O)CN1C(=O)NC2(CCCc3ccccc32)C1=O (centres undefined),12,5,1,4,1,-23,1.4,6,-3
COc1ccc(Cl)cc1-n1c(=S)sc2c(=O)[nH]c(SCC(=O)C(C)(C)C)nc21,4,10,-2,-6,-10,-6,0.1,1,-4
Cc1ccc(C(=O)NCC(=O)Nc2ccccc2C)o1,0,-6,2,6,35,0,1.5,0,-13
O=C(O)CC1S/C(=N/N=C/c2ccccn2)NC1=O (centres undefined),0,8,2,2,-16,-2,-0.2,-2,7
CCN(CC)c1ccc(S(=O)(=O)N2CCOCC2)cc1NC(=O)CSc1ccccc1,6,12,-3,-13,-2,-7,0.7,-1,8
C(=N\N=C\c1ccccn1)/c1ccccn1,1,1,-4,1,-5,9,1.7,-4,-10
O=C(Nc1nc(-c2ccc(Oc3ccccc3)cc2)cs1)C1=COCCO1,3,-4,-2,17,22,-3,2.2,22,2
Cc1cc(C)nc(NC(=S)Nc2ccc(Br)cc2Cl)c1,2,-6,7,-4,3,4,0.0,-1,0
CCN(c1ccccc1)S(=O)(=O)c1ccc(Cl)c(NC(=O)CSc2ncn[nH]2)c1,5,0,-6,-1,2,10,2.5,2,-8
COC(=O)c1cc2n(n1)CCN(Cc1ccc(OC)cc1)C2=O,1,-2,5,3,23,5,0.5,-1,-20
COc1ncnc2c1oc1nc(C)c3c(c12)CC(C)(C)OC3,1,13,-3,-9,23,-2,0.3,0,-9

# Look-ups from above:
# Under M5 antag, `Cc1cccc(NC(=O)CCS(=O)(=O)c2ccccc2)n1` shows 13
# Under CHO-K1 Ca antag, `Cc1cccc(NC(=O)c2ccc(-n3cncn3)c([N+](=O)[O-])c2)c1` shows -11
# Under M5 PAM, `Cc1ccc(C(=O)NCC(=O)Nc2ccccc2C)o1` shows 6
# Under M5 antag, `O=C(c1ccccc1)n1c(=O)c(F)cn(COCCBr)c1=O` shows 2
